Compound activity as filed in PubChem.
MEKK3 PB1 HTS: raises or lowers MEK5 binding to the human MEKK3 PB1 domain; Q99759; bead-based flow cytometry, Alexa488-MEK5 binding to MEKK3; actives lie on both sides; 0 = blocked by unlabeled MEK5, 100 = vehicle; binding response (% of control), % at 10 µM; 290,000 tested, 1.4% active; AID 1529;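 active means binding response more than 3 SD above or below the average of its plate-row segment, actives on both sides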;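 further: Alexa488 bead fluorescence after subtracting the streptavidin-only scavenger bead signal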
Target sequence (Q99759 whole entry, looked up, the tested form may be a part): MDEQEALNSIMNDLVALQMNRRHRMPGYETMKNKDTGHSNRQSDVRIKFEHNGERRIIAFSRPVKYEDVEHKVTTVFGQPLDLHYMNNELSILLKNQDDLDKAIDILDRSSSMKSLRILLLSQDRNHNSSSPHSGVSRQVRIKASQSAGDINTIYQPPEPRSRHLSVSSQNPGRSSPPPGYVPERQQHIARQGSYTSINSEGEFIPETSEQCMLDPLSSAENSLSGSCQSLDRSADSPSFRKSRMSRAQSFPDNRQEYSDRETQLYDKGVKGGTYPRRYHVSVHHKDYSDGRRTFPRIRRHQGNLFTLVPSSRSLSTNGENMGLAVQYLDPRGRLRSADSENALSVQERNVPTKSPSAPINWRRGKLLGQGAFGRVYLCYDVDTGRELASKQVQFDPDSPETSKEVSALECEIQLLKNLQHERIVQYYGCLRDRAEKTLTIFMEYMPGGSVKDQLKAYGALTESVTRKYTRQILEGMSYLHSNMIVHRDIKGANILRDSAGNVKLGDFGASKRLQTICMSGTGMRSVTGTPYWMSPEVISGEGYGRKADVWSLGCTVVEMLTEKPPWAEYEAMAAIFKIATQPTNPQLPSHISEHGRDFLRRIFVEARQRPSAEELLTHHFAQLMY
IMP-1 inhibitor: inhibitors of Pseudomonas aeruginosa IMP-1 metallo-beta-lactamase; purified IMP-1, nitrocefin hydrolysis, epi-absorbance fluorescence; inhibition, % at 5.6 µM; 290,000 tested, 0.45% active; AID 1556;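 active means inhibition above the mean plus 3 SD of all compounds in the same screening run, cut at about 4.5% in these data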;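 further: 0% = IMP-1 with DMSO and 100% = DMSO wells lacking enzyme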
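assay system = purified recombinant IMP-1 metallo-beta-lactamase enzyme | schedule = 15 min preincubation plus 25 min reaction at 25 °C | signal = Epi-absorbance fluorescence, 480 nm excitation, 530 nm emission | read-out basis = percent inhibition from optical density relative to buffer-blank wells | controls = IMP-1 with DMSO as 0%, enzyme-free DMSO as 100%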
PHOSPHO1 inh: PHOSPHO1 (human) inhibition | recombinant PHOSPHO1, absorbance phosphatase assay | inhibition, % at 13.3 µM | 290,000 tested, 1.1% active | Q8TCT1; in the data active means inhibition above about 60%
Target sequence (Q8TCT1 whole entry, looked up): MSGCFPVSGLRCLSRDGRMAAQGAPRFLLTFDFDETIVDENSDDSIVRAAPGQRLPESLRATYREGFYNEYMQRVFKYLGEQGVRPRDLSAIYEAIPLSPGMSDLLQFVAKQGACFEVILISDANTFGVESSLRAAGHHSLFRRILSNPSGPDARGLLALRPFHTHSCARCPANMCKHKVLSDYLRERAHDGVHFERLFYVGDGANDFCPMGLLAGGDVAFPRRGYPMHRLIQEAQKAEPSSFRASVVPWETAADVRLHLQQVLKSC
VIM-2 inhibitor: inhibitors of Pseudomonas aeruginosa VIM-2 metallo-beta-lactamase; purified VIM-2, nitrocefin hydrolysis, epi-absorbance fluorescence; inhibition, % at 5.6 µM; 290,000 tested, 0.89% active; AID 1527;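 active means inhibition above the mean of all tested compounds plus 3 SD, cutoff set per screening run, cut at about 7.5% in these data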;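 further: red hydrolysis product quenches plate fluorescence so inhibitors raise well fluorescence; 0% = enzyme with DMSO and 100% = DMSO without enzyme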
NS3 helicase inh: inhibitors of Hepatitis C virus NS3 helicase. inhibition, % at 10.9 µM. NS3 helicase DNA unwinding, Cy5 molecular beacon fluorescence. AID 1800. 290,000 tested, 0.56% active;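 active means inhibition above the mean of all tested compounds plus 3 SD, set per campaign, cut at about 35% in these data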;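 further: 0% = DMSO wells and 100% = thioflavine S control wells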
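Measured by: Cy5 fluorescence, 0 and 60 min reads / Assay system: NS3 helicase fragment of HCV / Control set: low DMSO, high thioflavine S at 110 µM / Times: 1 h reaction at 25 °C, ATP-initiated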
SUMO HTRF inh: SUMOylation inhibition; P63279; HTRF SUMOylation assay, SAE1/SAE2 + UBC9, in vitro; inhibition, % at 35 µM; 290,000 tested, 0.36% active; in the data active means inhibition above about 50%, passing the limit was not always enough; further: strong numbers were not always called active
Target sequence (P63279 whole entry, looked up): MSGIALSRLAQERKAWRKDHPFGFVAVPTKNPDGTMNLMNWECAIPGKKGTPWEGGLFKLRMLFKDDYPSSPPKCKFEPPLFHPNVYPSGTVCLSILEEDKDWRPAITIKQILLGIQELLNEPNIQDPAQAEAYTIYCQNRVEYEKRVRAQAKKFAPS
IDE act: IDE (human) activation, cell-based; P14735; HEK cells, FAbeta-B cleavage, fluorescence polarization; 0% vehicle, 100% cell-free pure enzyme wells; activation, % at 5.96 µM; 340,000 tested, 0.073% active;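 active means activation above the mean of all tested compounds plus 3 SD, set per screening campaign, cut at about 17% in these data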
p-CIP stab down: compounds decreasing mouse p/CIP protein stability; Q05BA5; F442A p/CIP-EGFP cells, EGFP fluorescence, 16 h; decrease of EGFP signal, % at 10 µM; 290,000 tested, 0.01% active;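 active means EGFP signal decrease of at least 30% at 10 µM or well 3 SD below plate mean, unless failing retest; inactive means the rest, including hits failing retest or dose response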; further: some compounds called inactive have numbers as strong as hits; many of its hits are not listed in these tables
FID counter: displaces DNA intercalator in HCV helicase counter-screen; DNA fluorescent intercalator displacement, fluorescence; inhibition, % at 7.9 µM; 290,000 tested, 0.17% active; AID 1845; in the data active means inhibition above about 37%;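 further: 0% = vehicle and 100% = reference compound; higher means more ethidium bromide displaced from hairpin DNA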
* = called active by the depositor; nt = no result given; [ ] = dose if it differs, or a comment. This is a subset, so the mix of outcomes need not match the whole.

SMILES | MEKK3 PB1 HTS | IMP-1 inhibitor | PHOSPHO1 inh | VIM-2 inhibitor | NS3 helicase inh | SUMO HTRF inh | IDE act | p-CIP stab down | FID counter
COc1ccc(C(=O)N/N=C(\C)CC(=O)Nc2ccc3c(c2)OCCO3)c(OC)c1 | 102 | -2.5 | 30 | 0.1 | 5 | 1 | 0 | 9 | -24
COc1ccc(-n2c3c(c(=O)[nH]c2=O)C(C(F)(F)F)(C(F)(F)F)N=C(CC(C)C)N3)cc1 | 110 | -1.8 | 22 | -0.7 | -7 | 2 | -4 | -19 | -15
COc1ccc(/C=C2/SC(=O)N(CCC(=O)Nc3ccccc3C(=O)O)C2=S)cc1 | 100 | -1.1 | 38 | -0.9 | -14 | 18 | -1 | -5 | -22
Cc1ccc(C(C)C)c(OCC(=O)NC(=S)Nc2ccccc2N2CCOCC2)c1 | 103 | -0.6 | nt | -3.0 | -9 | 6 | 2 | -5 | -23
Cc1c(C(O)CN2CCC(C(N)=O)CC2)c2ccccc2n1C (stereo not given) | 101 | 2.6 | 2 | -0.6 | 5 | 15 | 1 | -14 | 0
Cc1ccc(NC(=O)CCC(=O)N/N=C/c2ccco2)c(C)c1 | 104 | -2.7 | -5 | -1.5 | -4 | 9 | 1 | -13 | -5
Cc1cc(S(=O)(=O)Nc2c(NC3CCCCC3)c3ccccc3oc2=O)ccc1F | 103 | -1.7 | 21 | -0.9 | 5 | 16 | 2 | 1 | -30
CC(=O)c1ccc(N2CCN(C(=O)C3CCN(S(=O)(=O)c4ccc5c(c4)CC(C)N5C(C)=O)CC3)CC2)cc1 (stereo not given) | 95 | -1.6 | 26 | 0.1 | 0 | 13 | -5 | 1 | -60
CCOC(=O)CC(=O)CSc1nc2c(c(C)c1C#N)CCC2 | nt | -0.2 | 46 | 1.9 | 12 | 4 | 6 | 2 | -4
CC(=O)Nc1ccc(NC(=O)COc2c(C)cc(Br)cc2C)cc1 | 99 | -3.2 | 8 | -2.5 | -4 | 22 | -4 | -6 | -8
Cc1cc(Oc2ccc(Cl)cc2)nc(SCC(=O)c2ccccc2)n1 | 101 | -5.0 | -7 | -1.2 | -7 | -3 | -6 | 1 | -18
COc1cc(CNC(=O)c2cccc(COc3ccc(Cl)cc3)c2)cc(OC)c1 | 100 | 3.2 | 9 | 1.0 | -16 | -25 | -3 | -7 | -14
CCOC(=O)C1CCN(C(=O)C2(NC(=O)Nc3ccccc3Cl)CCCCC2)CC1 | 104 | -4.0 | 11 | -1.0 | -1 | 9 | 6 | -1 | -21
CCCN(Cc1ccc(N(C)C)cc1)CC1CC1 | 97 | -1.7 | 15 | -0.9 | 5 | -5 | 8 | 10 | 4
CC(C)CC(=O)Nc1c2c(nn1-c1ccc(F)cc1)CS(=O)(=O)C2 | 106 | -2.3 | -29 | -2.2 | 2 | 11 | 1 | -2 | -3
CC(C)OC(=O)CCNc1n[nH]c(=O)[nH]c1=O | 103 | -0.1 | 28 | -3.2 | 5 | -10 | 6 | 2 | 4
CCn1c(SCC(N)=O)nc2c(c1=O)C1(CCCC1)Cc1ccccc1-2 | 105 | -2.2 | -27 | 1.5 | -14 | -22 | -5 | 2 | -18
CCCCOC(=O)CNc1n[nH]c(=S)[nH]c1=O | 104 | 1.5 | 24 | -1.5 | -4 | 5 | 6 | -10 | 1
O=C(Cc1ccccc1)NCC1OCCc2ccccc21 (stereo not given) | 99 | -2.2 | 37 | -1.3 | -6 | 12 | 7 | -8 | -3
CN(C)S(=O)(=O)Oc1cc(Cl)ccc1C(=O)Nc1ccc(F)cc1F | 103 | -4.5 | 49 | -0.4 | 6 | 6 | -3 | -4 | -3
Cc1cc(C)c2cc(CN(Cc3nnnn3Cc3ccc(F)cc3)C3CCCC3)c(=O)[nH]c2c1 | 98 | 6.3* | 46 | 0.8 | 10 | 23 | -7 | 4 | -2
CCOC(=O)N1CCC(NC(=O)c2ccc(CNS(=O)(=O)c3ccc(F)cc3)cc2)CC1 | 101 | -1.9 | 1 | -2.2 | 3 | 15 | 8 | -9 | -12
O=C(CCCC(=O)N(CC(=O)NC1CCCCC1)c1cccc(F)c1)Nc1ccccn1 | 102 | -3.0 | 36 | -3.3 | 6 | 3 | 6 | 5 | -37
CC1=C(C(=O)Nc2ccccc2C(=O)NC2CCCCC2)SCCO1 | 95 | -0.3 | 28 | -0.6 | -7 | 14 | 5 | -10 | -25
Cc1noc(C)c1S(=O)(=O)N(C)Cc1ccccc1 | 3.0*[inhibitor] | 1.7 | 16 | 1.0 | -1 | 9 | 9 | 8 | -7
CN(CC(=O)NCCc1ccc(F)cc1)Cc1cccc(Cl)c1 | 5.0*[inhibitor] | -2.4 | 9 | -3.4 | -10 | 13 | 3 | -17 | -11
CCn1cnc2scc(-c3ccccc3)c2c1=O | 109 | -2.8 | 29 | -1.9 | -4 | -9 | 5 | -14 | -3
O=[N+]([O-])c1ccc(N2CCN(c3ccccc3O)CC2)cc1 | 100 | -1.3 | 28 | -1.9 | -10 | 9 | 7 | 6 | 2
CCNCCC(=O)N1c2ccccc2Sc2ccc(NC(=O)OCC)cc21 | 97 | -0.9 | -4 | 0.0 | -10 | 21 | 4 | -13 | 17
COc1ccc(C(=O)N(c2ccc(C)cc2)C2C=CS(=O)(=O)C2)cc1OC (stereo not given) | 105 | -2.4 | 19 | 0.7 | -6 | 2 | 9 | 0 | -4
Cn1nc(C(=O)OCC(=O)Nc2ccc3ccccc3c2)c2ccccc2c1=O | 93 | -1.9 | 48 | -2.9 | -5 | -3 | -2 | -8 | -4
COc1ccc(/C(O)=C2/C(=O)C(=O)N(CC3CCCO3)C2c2cccc(O)c2)cc1 (stereo not given) | nt | -1.8 | -130 | -3.1 | 11 | 18 | 2 | -10 | 1
CCc1ccc(OCCCC(=O)Nc2ccc(S(N)(=O)=O)cc2)cc1 | 98 | -4.7 | 14 | -1.5 | 2 | 14 | -4 | -3 | -9
COc1ccccc1NC(=O)C1=C(C)NC(=O)NC1c1ccc(C)s1 (stereo not given) | 99 | 0.2 | 44 | -1.8 | -4 | 0 | -4 | 10 | -13
COc1ccc(CNC(=O)C2CCN(C(=O)N3CCOc4ccc(C)cc43)CC2)cc1 | 104 | 0.1 | 0 | -0.1 | -8 | 7 | 0 | -11 | -32
Cc1cccc2sc(NC(=O)C3c4ccccc4Oc4ccccc43)nc12 | 103 | -2.3 | 19 | -1.9 | -7 | -11 | -4 | -8 | 3
COc1ccc(C2CC(c3c(Cl)cccc3Cl)n3nc(N)nc3N2)cc1 (stereo not given) | 84 | -2.8 | -20 | -7.4 | -8 | 14 | -4 | -5 | -30
COc1ccc(C(C(=O)NCC2CCCO2)N(C(=O)c2snc(C(N)=O)c2N)c2ccc(C)cc2)cc1OC (stereo not given) | 104 | -5.2 | 18 | -3.4 | 4 | 11 | 0 | -13 | -42
CCC(C)(C)NC(=O)C(c1cccn1C)N(Cc1ccc(C)cc1)C(=O)Cn1nnc2ccccc21 (stereo not given) | 100 | -3.2 | -25 | -1.7 | 2 | 18 | 7 | -13 | -3
O=C(CN1N=C(c2ccc(Cl)cc2)CCC1=O)NCc1cccnc1 | 142* | -3.1 | 4 | -2.9 | 10 | 2 | -1 | 6 | -4

A run of entries from further up:
SMILES | MEKK3 PB1 HTS | IMP-1 inhibitor | PHOSPHO1 inh | VIM-2 inhibitor | NS3 helicase inh | SUMO HTRF inh | IDE act | p-CIP stab down | FID counter
COc1ccc(/C(O)=C2/C(=O)C(=O)N(CC3CCCO3)C2c2cccc(O)c2)cc1 (stereo not given) | nt | -1.8 | -130 | -3.1 | 11 | 18 | 2 | -10 | 1
CCc1ccc(OCCCC(=O)Nc2ccc(S(N)(=O)=O)cc2)cc1 | 98 | -4.7 | 14 | -1.5 | 2 | 14 | -4 | -3 | -9
COc1ccccc1NC(=O)C1=C(C)NC(=O)NC1c1ccc(C)s1 (stereo not given) | 99 | 0.2 | 44 | -1.8 | -4 | 0 | -4 | 10 | -13
COc1ccc(CNC(=O)C2CCN(C(=O)N3CCOc4ccc(C)cc43)CC2)cc1 | 104 | 0.1 | 0 | -0.1 | -8 | 7 | 0 | -11 | -32
Cc1cccc2sc(NC(=O)C3c4ccccc4Oc4ccccc43)nc12 | 103 | -2.3 | 19 | -1.9 | -7 | -11 | -4 | -8 | 3
COc1ccc(C2CC(c3c(Cl)cccc3Cl)n3nc(N)nc3N2)cc1 (stereo not given) | 84 | -2.8 | -20 | -7.4 | -8 | 14 | -4 | -5 | -30
COc1ccc(C(C(=O)NCC2CCCO2)N(C(=O)c2snc(C(N)=O)c2N)c2ccc(C)cc2)cc1OC (stereo not given) | 104 | -5.2 | 18 | -3.4 | 4 | 11 | 0 | -13 | -42
CCC(C)(C)NC(=O)C(c1cccn1C)N(Cc1ccc(C)cc1)C(=O)Cn1nnc2ccccc21 (stereo not given) | 100 | -3.2 | -25 | -1.7 | 2 | 18 | 7 | -13 | -3
O=C(CN1N=C(c2ccc(Cl)cc2)CCC1=O)NCc1cccnc1 | 142* | -3.1 | 4 | -2.9 | 10 | 2 | -1 | 6 | -4

(further entries)
SMILES | MEKK3 PB1 HTS | IMP-1 inhibitor | PHOSPHO1 inh | VIM-2 inhibitor | NS3 helicase inh | SUMO HTRF inh | IDE act | p-CIP stab down | FID counter
N#Cc1c(NC(=O)CSc2ncc(-c3ccccc3)n2CC2CCCO2)sc2c1CCCC2 (stereo not given) | 102 | -3.9 | 17 | -1.2 | 3 | -15 | 4 | -9 | -1
COc1cc(CN2CCN(C3CCC3)CC2CCO)cc(OC)c1 (stereo not given) | 102 | -3.9 | 14 | 0.8 | -8 | -8 | 2 | -4 | 6
COc1ccc(NC(=O)COC(=O)Cc2c(F)cccc2Cl)cc1 | 115 | 0.8 | -10 | -1.3 | -1 | 0 | -1 | 6 | -10
COc1cccc(CC2(CO)CCCN(Cc3cn[nH]c3C3CCCCC3)C2)c1 (stereo not given) | 101 | -2.7 | 31 | -2.2 | -5 | 6 | 4 | -16 | 9
NNC(=S)NCc1ccco1 | 108 | -2.8 | -122 | -5.2 | 5 | 7 | 1 | -3 | -12
COc1ccc(NC(=O)Cn2c(-c3ccc(OC)cc3)cn(-c3ccc(C)cc3)c2=O)cc1 | 98 | -1.6 | -1 | -0.9 | -7 | 6 | 6 | -26 | -15
COc1ccc(S(=O)(=O)c2ccccc2)cc1NC(=O)c1c(F)cccc1F | 101 | -1.5 | 1 | -2.0 | 2 | 22 | 4 | -7 | -18
O=C(CCN1C(=O)/C(=C/C=C/c2ccccc2)SC1=S)Nc1cccnc1 | 93 | 4.2 | 2 | -0.2 | 20 | 4 | 3 | 3 | -6
CN(C1=C(N2CCCCC2)C(=O)c2ccccc2C1=O)c1ccccc1 | 105 | -5.2 | 12 | -0.4 | -4 | -5 | 5 | -2 | -4
